From PubChem
KCNQ2 inh: KCNQ2 potassium channel inhibitors, primary screen, cell-based, CHO-K1, FluxOR thallium flux, B-score (AID 2156). Potassium voltage-gated channel subfamily KQT member 2 (Rattus norvegicus), O88943. 20 min; active compounds read low. B-score at 10 µM. hit rate 1.1% among 310,000;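 active means fluorescence ratio B-score at most minus 3 library SDs, with starting brightness B-score within 2 library SDs, cut at about -5.5 in these data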
Kir21 block: inhibitors of mouse Kir2.1 inward-rectifier potassium channel | hit rate 0.85% among 310,000 | Inward rectifier potassium channel 2 (Mus musculus), P35561 | B-score at 10 µM | AID 1672, 2009 | HEK293-Kir2.1, FluxOR thallium flux fluorescence; active compounds read low;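 active means fluorescence ratio B-score at or below minus 3 SD of library scores, with starting-brightness B-score within 2 SD, cut at about -4.2 in these data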;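 further: channel flux triggered by added potassium and thallium sulfate stimulus; B-score of peak minus minimum fluorescence over baseline after thallium stimulus; more negative B-score means stronger Kir2.1 block with less thallium influx; some compounds called inactive have numbers as strong as hits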
Target sequence (P35561 whole entry, looked up): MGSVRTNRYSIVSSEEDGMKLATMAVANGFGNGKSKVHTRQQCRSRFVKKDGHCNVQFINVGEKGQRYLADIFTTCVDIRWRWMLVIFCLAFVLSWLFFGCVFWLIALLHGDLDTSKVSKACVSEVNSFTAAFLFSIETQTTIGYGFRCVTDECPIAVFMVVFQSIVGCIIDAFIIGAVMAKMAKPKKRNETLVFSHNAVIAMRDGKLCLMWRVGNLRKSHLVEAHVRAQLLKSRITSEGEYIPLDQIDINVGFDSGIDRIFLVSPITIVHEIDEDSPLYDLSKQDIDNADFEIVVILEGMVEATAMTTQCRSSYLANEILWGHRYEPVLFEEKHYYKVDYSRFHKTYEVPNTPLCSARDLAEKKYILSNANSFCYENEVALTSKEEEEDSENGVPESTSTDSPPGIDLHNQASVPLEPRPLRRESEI
CHT inh: inhibitors of human choline transporter CHT; High affinity choline transporter 1 (Homo sapiens), Q9GZV3; CHT-expressing cells, membrane potential dye, choline response; active compounds read low; B-score at 10 µM; hit rate 0.86% among 310,000; AID 488975, 2010;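 active means B-score over 3 SD under the library average, and starting fluorescence ratio not unusually high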;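 further: choline stimulus applied at its EC90 after an EC20 pre-addition; B-score computed on integrated fluorescence ratio after choline addition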
Target sequence (Q9GZV3 whole entry, looked up): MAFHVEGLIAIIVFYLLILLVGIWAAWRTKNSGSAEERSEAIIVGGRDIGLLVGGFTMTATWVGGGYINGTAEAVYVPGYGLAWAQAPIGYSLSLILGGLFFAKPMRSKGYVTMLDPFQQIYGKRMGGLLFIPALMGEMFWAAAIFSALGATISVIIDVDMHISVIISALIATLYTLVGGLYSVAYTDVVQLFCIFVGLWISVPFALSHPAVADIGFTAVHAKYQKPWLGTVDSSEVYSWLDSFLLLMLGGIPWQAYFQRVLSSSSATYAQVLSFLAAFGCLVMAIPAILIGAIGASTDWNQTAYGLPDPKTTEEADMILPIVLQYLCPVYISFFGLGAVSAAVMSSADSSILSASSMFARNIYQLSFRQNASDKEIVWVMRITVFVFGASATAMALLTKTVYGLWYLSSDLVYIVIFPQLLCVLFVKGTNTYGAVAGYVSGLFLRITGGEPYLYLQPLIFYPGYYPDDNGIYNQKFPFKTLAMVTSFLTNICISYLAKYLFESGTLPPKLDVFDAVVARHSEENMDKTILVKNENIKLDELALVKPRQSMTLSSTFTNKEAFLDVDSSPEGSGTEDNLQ
* hit, by the source's call; i = inactive.

SMILES	KCNQ2 inh	Kir21 block	CHT inh
Nc1nc(SCC(=O)NCc2ccccc2)n[nH]1	i	-0.39	i
COc1ccc(C(=O)Nc2ccc(C)c(S(=O)(=O)N3CCCCCC3)c2)cc1	i	0.64	i
CNS(=O)(=O)c1cccc(C(=O)NCC(c2cccs2)N2CCOCC2)c1 (stereo not given)	i	-0.91	i
CCC(=O)Nc1cc(C(=O)OCC(=O)c2ccc(Cl)cc2Cl)ccc1C	i	-1.7	i
COc1cccc(NC(=O)CN2CCc3ccccc3C2)c1	i	-0.09	i
C=CCN1c2ccccc2[C@]23C[C@@H](C(=O)OC)N(C(=O)C4CCC4)C2=NC(C(=O)OC)=C(C(=O)OC)[C@H]13	i	0.27	i
CC1CCN(C(=O)CSc2nnc(-c3ccccc3F)o2)CC1	i	0.33	i
NC(=O)[C@@H]1CC2(CC(c3cccc(NC(=O)[C@H]4CCC(=O)N4)c3)=NO2)CN1C(=O)c1ccc(Cl)cc1 (stereo not given in full)	i	0.71	i
COc1ccc(OC)c(N=C(N)N=C(N)N)c1	i	0.7	i
CC(NCC(=O)NCCc1ccc(S(N)(=O)=O)cc1)c1ccc(F)cc1 (stereo not given)	i	0.07	i
Cn1nnnc1SCC(=O)Nc1ccccc1Cl	i	0.96	i
Cc1cc(=O)[nH]c(SC(C)C(=O)Nc2cccc3ccccc23)n1 (stereo not given)	i	1.4	i
COc1ccc(C(=O)N2N=C3CC(C)(C)OCC3C2c2ccccc2)cc1 (stereo not given)	i	1	i
Cc1ccc(S(=O)(=O)N2CCN(C(=O)C3CSC4(C)CCC(=O)N34)CC2)cc1C (stereo not given)	i	-0.46	i
C=CCc1cc(C)ccc1OCCOCCn1ccnc1	i	-1.1	i
O=C1CC(Sc2nnnn2C2CCCCC2)C(=O)N1c1ccccc1 (stereo not given)	i	0.06	i
COc1cccc(CN(C)CC(=O)Nc2ccccc2N2CCOCC2)c1OC	i	-2.5	i
COc1cc(SC)ccc1C(=O)NCCN1CCOCC1	i	0.21	i
O=c1nc(Nc2ccc(Br)cc2)sc2ccc([N+](=O)[O-])cc12	i	-0.09	i
O=C(CCCc1nc2ccccc2s1)NCc1ccccc1	i	-0.11	i
Cc1ccc(S(=O)(=O)NC2CCCCCC2)cc1C(N)=O	i	0.4	i
CCOC(=O)c1sc2nc(C)nc(SCC(N)=O)c2c1C	i	0.25	i
CC1(C(=O)NC2CCCCCCC2)CC1(Cl)Cl (stereo not given)	i	-2.6	i
CCN=C1SC(C(=O)Nc2ccc(OCC)cc2)CC(=O)N1CC (stereo not given)	i	0.04	i
CC(C)c1cccc(C(C)C)c1NC(=O)CNCc1ccccc1F	i	-1	i

Quoted from the listing.
Value of Cc1cc(=O)[nH]c(SC(C)C(=O)Nc2cccc3ccccc23)n1 (stereo not given) in Kir21 block: 1.4
Value of COc1cc(SC)ccc1C(=O)NCCN1CCOCC1 in Kir21 block: 0.21
Value of CCOC(=O)c1sc2nc(C)nc(SCC(N)=O)c2c1C in Kir21 block: 0.25
Value of CC(NCC(=O)NCCc1ccc(S(N)(=O)=O)cc1)c1ccc(F)cc1 (stereo not given) in Kir21 block: 0.07
Value of COc1ccc(C(=O)Nc2ccc(C)c(S(=O)(=O)N3CCCCCC3)c2)cc1 in Kir21 block: 0.64
Value of Cn1nnnc1SCC(=O)Nc1ccccc1Cl in Kir21 block: 0.96

(listing goes on)
SMILES	KCNQ2 inh	Kir21 block	CHT inh
CC1(C(=O)O)CCC(C(=O)Nc2ccccc2)C1(C)C (stereo not given)	i	-0.81	i
Cc1cc2nc(SCCOC(=O)Nc3ccccc3)nc(C)c2cc1C	i	0.27	i
Cc1c(C(=O)NC2CCCCC2C)oc2ccccc12 (stereo not given)	i	0.4	i
Cc1cccc(N2CCN(C(=O)C(Cc3ccccc3)NC(N)=O)CC2)c1C (stereo not given)	i	-1.1	i
COc1ccc(C(C)(C)C)cc1NC(=O)COC(=O)c1ccc([N+](=O)[O-])o1	i	-0.51	i
CCN(CC)CCCNC(=O)c1cc(Nc2ccc(OC)cc2OC)nc2ccccc12	i	-0.86	i
CC(C)[C@H](NC(=O)N1CCn2c1nc1ccccc12)C(=O)NC1CC1	i	0.08	i
Cc1cccc(-c2nc3c(c(SCC(=O)N4CCCC4)n2)COC(C)(C)C3)c1	i	0.05	i
O=C1CC(NS(=O)(=O)c2ccc3ccccc3c2)CN1c1ccccc1 (stereo not given)	i	-0.09	i
Cc1cc(C)cc(NC(=O)c2cccc(NC(=O)c3ccco3)c2)c1	i	1.1	i
CN(Cc1cnccn1)C(=O)CC1C(=O)NCCN1Cc1cccc(F)c1 (stereo not given)	i	1.3	i
Cc1cc(C)n2nc(CCc3ccccc3)nc2n1	i	0.24	i
O=C(NC1CCCCC1)C(c1ccccc1)N(C(=O)c1csnn1)C1CC1 (stereo not given)	i	0.08	i
CCOC(=O)CNC(=O)CSc1nnc(-c2c[nH]c3ccccc23)n1CC	i	-2.6	i
O=C(COC(=O)CC12CC3CC(CC(C3)C1)C2)Nc1ncc(Cl)cc1Cl	i	-0.43	i
Cc1ccccc1S(=O)(=O)NNC(=O)C(=O)NNc1ccccn1	i	1.8	i
CC1(C)CC(=O)C2=C(C1)Oc1nc3ccccc3cc1C2C(C#N)C#N (stereo not given)	i	1.4	i
Cc1ccccc1CN1CCN(CC2CC3C=CC2C3)CC1 (stereo not given)	i	0.58	i
CCCCNC(=O)c1cc(C)no1	i	-0.03	i
CCOc1nc(-c2ccccc2Cl)ccc1C#N	i	0.02	i
O=C(Cn1[nH]c(=O)c2ccccc2c1=O)OCC(=O)c1ccc(Br)cc1	i	-1.5	i
NC(=O)c1nnn(-c2ccc([N+](=O)[O-])cc2)c1-c1ccccc1	i	1.3	i
CC(C)c1ccc(CNC(=O)C(=O)Nc2nccs2)cc1	i	2	i
COc1cccc(/C=C/C(=O)NNC(=O)CCN2CCN(Cc3ccccc3)CC2)c1	i	-2.1	i
Fc1ccc(NC(=S)Nc2ccc3nccnc3c2)cc1	i	1.1	i
(cont.)
SMILES	KCNQ2 inh	Kir21 block	CHT inh
CCOC(=O)CC1C(=O)NCCN1C(=O)c1ccc(Cl)c(Cl)c1 (stereo not given)	i	-1.1	i
O=[N+]([O-])c1ccc2nc(NCCCO)nc(-c3ccccc3)c2c1	i	-0.82	i
COc1ccc(S(=O)(=O)N2CCCC2)cc1C(=O)O	i	-1.1	i
CC1CCCCN1C(=O)COC(=O)c1ccc(=O)n(Cc2ccccc2)n1 (stereo not given)	i	-1.6	i
CCOC(=O)c1ccc(Nc2ncnc3nc[nH]c23)cc1	i	-0.06	i
Cc1ccc(C(=O)N/N=C\c2cc(Br)c(Br)o2)cn1	i	-0.67	i
CCOC(=O)c1cc(C)n(-c2ccccc2)c1C	i	0.02	i
Cc1ccn2c(C(=O)NN=C3CCN(C)CC3)c(C)nc2c1	i	-1.6	i
COc1ccnc2c1c(=O)n(Cc1ccc(F)cc1)c(=O)n2C	i	-1.3	i
O=C(Nc1cc(C(F)(F)F)ccc1Cl)c1cccnc1	i	0.64	i
Cc1ccc(C)n1-c1ccc(C(=O)N2CCOCC2)cc1	i	2.4	i
CCCCN(C(=O)c1cccc(S(=O)(=O)N2CCN(Cc3ccccc3)CC2)c1)c1ccccc1	i	0.84	i
Cc1ccc(NC(=O)COc2ccc(CCO)cc2-n2nc3ccccc3n2)cc1C	i	2.4	i
Cc1c(C(=O)Nc2ccc(OC(F)(F)F)cc2)sc2nc3n(c(=O)c12)CCC3	i	0.19	i
CN(C)c1ccc(CNn2cnnc2SCc2ccccc2F)cc1	i	-0.64	i
O=C(Nc1nc2ccc(F)cc2s1)Oc1ccccc1	i	-0.56	i
NC(=S)Nc1ccc(Cl)cc1Cl	i	0.03	i
CC(C)(C)NC(=O)NC(=O)COC(=O)CNC(=O)c1cc(Cl)cc([N+](=O)[O-])c1	i	0.7	i
O=C(N/N=C/c1cc2c(cc1[N+](=O)[O-])OCO2)c1cccnc1	i	1.3	i
O=C(Cc1ccc(-c2ccccc2)cc1)NNC(=S)NCc1ccco1	i	-2.4	i
c1ccc(CC2CCN(C3=Nc4cccc5cccc3c45)CC2)cc1	-6*	-1.4	i
COc1ccc2c(c1)cc(C(=O)N/N=C/c1c(O)c(C(=O)O)cc3ccccc13)n2C	i	-1.4	i
Cc1ccc(-c2ccc(=O)n(CC(=O)NCC3COCCO3)n2)cc1 (stereo not given)	i	0.51	i
CC(C)c1ccc(S(=O)(=O)N2CCN(C(=O)CN3C(=O)NC4(CCCC4)C3=O)CC2)cc1	i	2.3	i
COc1ccc(Cn2c(C)c(C)c(C#N)c2NC(=O)Nc2ccc(F)cc2)cc1	i	0.74	i

Sorted by SMILES length (falling): three of the compounds above.
SMILES	KCNQ2 inh	Kir21 block	CHT inh
O=C(COC(=O)CC12CC3CC(CC(C3)C1)C2)Nc1ncc(Cl)cc1Cl	i	-0.43	i
CN(Cc1cnccn1)C(=O)CC1C(=O)NCCN1Cc1cccc(F)c1 (stereo not given)	i	1.3	i
O=C1CC(Sc2nnnn2C2CCCCC2)C(=O)N1c1ccccc1 (stereo not given)	i	0.06	i

The results go on.
SMILES	KCNQ2 inh	Kir21 block	CHT inh
CCCCCC(=O)Nc1cccc(C2=NOC3(C2)C[C@@H](C(N)=O)N(C(=O)c2ccc(OC)cc2)C3)c1 (stereo not given in full)	i	-0.69	i
CCOc1cccc2cc(C(=O)Nc3nccs3)c(=O)oc12	i	1.2	i
COc1ccc(S(=O)(=O)N/N=C(/C)c2ccncc2)cc1	i	-0.84	i
COc1ccc(OC)c(-c2nc3c(C)n[nH]c(=O)c3[nH]2)c1	i	2.6	i
COc1ccc(NC(=O)CCNS(=O)(=O)c2ccc(Br)s2)cc1	i	-0.91	i
Cn1c(N)c(C(=O)COC(=O)C2CCCCC2)c(=O)n(C)c1=O	i	1.3	i
Cc1ccc(C)n1NC(=O)c1ccccc1[N+](=O)[O-]	i	1.6	i
CCOc1cccc(-c2nnc3sc(C4CCCCC4)nn23)c1	i	-0.47	i
COC(=O)c1c(NC(=O)CC2SCC(C(=O)OC)NC2=O)sc2c1CCCC2 (stereo not given)	i	-0.66	i
Cc1c(C2C(C#N)=C(N)N(c3ccccc3C#N)C3=C2C(=O)CCC3)cnn1C (stereo not given)	i	-1.2	i
Cc1cccc(C)c1NC(=O)CN(C)C(=O)c1ccc(-n2cncn2)c([N+](=O)[O-])c1	i	1.7	i
CCn1ncc(CNC(=O)C2(C)CC2(Br)Br)c1C (stereo not given)	i	0.58	i
Cc1cc(NC(=O)CSc2nnc(-c3ccccc3)n2Cc2ccco2)no1	i	-1.7	i
CC(C)(O)C(=O)NNC(=S)Nc1cccc(C(F)(F)F)c1	i	1.5	i
N#CCCN(C(=O)COC(=O)C1CCN(S(=O)(=O)c2cccs2)CC1)c1ccccc1	i	-0.5	i
CCOC(=O)N1CCN(C(=O)CNC(=O)Cn2cnc3ccccc3c2=O)CC1	i	0.07	i
CN(C)c1nc(=Nc2cccc(Cl)c2)ss1	i	-2	i
O=C(O)CN=C1NC2(CCCCC2)Cc2ccccc21	i	-0.89	i
COCCSc1nnc(NC(=O)CSCc2ccccc2)s1	i	1.6	i
CCc1ccccc1NS(=O)(=O)c1cc(C)ccc1OC	i	-2.3	i
O=C(COc1ncnc2ccccc12)Nc1ccc(Cl)c(S(=O)(=O)N2CCOCC2)c1	i	-0.01	i
CCCCCC(=O)N/N=C(\C)c1ccc(N2CCCCC2)cc1	i	0.24	i
CC(C)OP(=O)(OC(C)C)C(Nc1ccc([N+](=O)[O-])cc1)c1cccc([N+](=O)[O-])c1 (stereo not given)	i	-0.09	i
CC(C)CCn1c(SCC(=O)OCn2nnc3ccccc3c2=O)nc2ccccc2c1=O	i	-0.27	i
O=C(c1ccco1)N1CCN(C(=O)c2cc(-c3ccccn3)nc3ccc(Cl)cc23)CC1	i	2.9	i

2 of these compounds, set out differently.
C=CCc1cc(C)ccc1OCCOCCn1ccnc1
  KCNQ2 inh: i; Kir21 block: -1.1; CHT inh: i

O=C1CC(Sc2nnnn2C2CCCCC2)C(=O)N1c1ccccc1 (stereo not given)
  KCNQ2 inh: i; Kir21 block: 0.06; CHT inh: i

The results go on.
SMILES	KCNQ2 inh	Kir21 block	CHT inh
COc1cc(C(=O)Nc2nc3ccc(S(=O)(=O)N4CCOCC4)cc3s2)cc(OC)c1OC	i	0.53	i
Cc1ccc(-n2nnc3c(=O)oc4ccccc4c32)cc1	i	0	i
CC1=NN(c2nc(-c3ccccc3)cs2)C(=O)C1N=Nc1ccccc1 (stereo not given)	i	1.6	i
Cc1nnc(-c2ccccc2)nc1N(C)C	i	-2.3	i
COc1ccccc1NC(=S)N=Nc1c(O)[nH]c2ccc(Br)cc12	i	0.01	i
CCOc1ccc(N2C(=O)Nc3ccc(Br)cc3C2(O)C(=O)NC(C)C)cc1 (stereo not given)	i	0.41	i
O=C(Nc1cccc(NC(=O)c2ccco2)c1)c1ccc2c(c1)OCO2	i	0.3	i
CCC(Sc1nncn1C)C(=O)Nc1ccccc1OC (stereo not given)	i	-0.81	i
O=C(CCCn1nnc2ccccc2c1=O)N[C@@H](Cc1ccccc1)C(=O)O	i	0.4	i
COc1ccc(CNC(=O)CCN2C(=O)c3ccccc3C2=O)cc1OC	i	0.36	i
NC(=S)Nc1ccccc1Br	i	-0.02	i
O=C(O)CCC(=O)c1ccc2c(c1)OCCCO2	i	0.88	i
Cc1c(NC(=O)c2cc(-c3cccs3)nc3ccccc23)c(=O)n(-c2ccccc2)n1C	i	-1.4	i
Cn1c(NCC2CCCO2)nc2c1c(=O)n(Cc1ccccc1)c(=O)n2C (stereo not given)	i	0.11	i
